Assay outcomes deposited in PubChem BioAssay by NMMLSC.
Bcl-2 Bim block = inhibitors of Bim-Bcl-2 interaction, human | P10415 | Bead-based flow cytometry, Bim peptide-Bcl-2 binding | inhibition, % at 10 µM | actives 0.06% (n = 190,000); in the data active means inhibition above about 40%; inconclusive means no clear call, values can overlap the other calls;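 further: 0% = no compound wells with probe peptide and 100% = reference peptide inhibitor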
Target sequence (P10415 whole entry, looked up): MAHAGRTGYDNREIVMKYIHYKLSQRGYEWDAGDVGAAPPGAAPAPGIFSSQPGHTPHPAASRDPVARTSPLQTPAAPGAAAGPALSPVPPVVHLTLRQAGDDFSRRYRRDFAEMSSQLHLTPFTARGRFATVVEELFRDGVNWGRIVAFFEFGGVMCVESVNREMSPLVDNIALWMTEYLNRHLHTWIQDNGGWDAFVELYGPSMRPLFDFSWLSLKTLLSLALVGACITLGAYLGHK
Bfl-1 Bim block = disrupts Bim binding to human Bfl-1 | Bead-based flow cytometry, Bim-Bfl-1 binding inhibition | inhibition, % at 10 µM | actives 0.12% (n = 190,000) | Q16548;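 further: 0% = wells without compound plus tracer and 100% = blocker peptide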
Bcl-W Bim block = inhibitors of Bim-Bcl-W interaction, human | Q92843 | bead-based flow cytometry, Bim peptide-Bcl-W binding | inhibition, % at 10 µM | actives 0.02% (n = 190,000) | AID 952;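 further: 0% = bound tracer without compound and 100% = peptide blocker; higher means less fluorescent Bim peptide bound to Bcl-W beads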
Target sequence (Q92843 whole entry, looked up): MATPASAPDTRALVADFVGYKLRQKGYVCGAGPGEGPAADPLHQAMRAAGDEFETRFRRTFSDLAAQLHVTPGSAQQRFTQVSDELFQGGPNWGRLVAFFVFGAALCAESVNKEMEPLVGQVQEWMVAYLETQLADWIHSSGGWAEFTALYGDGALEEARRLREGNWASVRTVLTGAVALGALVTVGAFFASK
ABCG2 block = human ABCG2 inhibition, ABCB1 as counter-screen; inhibition, % at 6.6 µM; IgMXP3 cells, JC-1 efflux, flow cytometry; actives 0.1% (n = 190,000);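 active means inhibition above 80%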;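 further: 0% = DMSO and 100% = nicardipine control wells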
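Test system: IgMXP3 (ABCG2) plus far-red-tagged CCRF-Adr (ABCB1) cells. Reagent: JC-1 dye as substrate. Timing: 10 min exposure at 25 °C with rotation, no wash. Measured by: flow cytometric JC-1 green MFI at 530 nm. Read-out: percent efflux inhibition, scaled nicardipine 100% to DMSO 0%. Control set: nicardipine and DMSO wells.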
GSH fluor = GSH bead compound fluorescence profile. actives 0.25% (n = 190,000). GSH beads flow cytometry, compound fluorescence 488/530 nm; hits give high values. fluorescence (KMESF) at 10 µM; in the data active means fluorescence above about 89;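 further: glutathione beads carrying GST-tagged Bcl family fusion proteins plus one bare bead set; values are compound well signal with DMSO vehicle wells as background; inactives centre near 16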
Avidin fluor = avidin bead compound fluorescence profile; Avidin beads, compound fluorescence 488/530 nm, flow cytometry; hits give high values; fluorescence (KMESF) at 10 µM; actives 0.38% (n = 220,000); in the data active means fluorescence above about 47; further: inactives centre near 10
Bim-Bcl-B = disrupts Bim peptide binding to human Bcl-B; Q9HD36; inhibition, % at 10 µM; AID 951; actives 0.073% (n = 190,000); bead-based flow cytometry;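 further: 0% = tracer peptide without compound and 100% = reference inhibitor peptide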
Target sequence (Q9HD36 whole entry, looked up): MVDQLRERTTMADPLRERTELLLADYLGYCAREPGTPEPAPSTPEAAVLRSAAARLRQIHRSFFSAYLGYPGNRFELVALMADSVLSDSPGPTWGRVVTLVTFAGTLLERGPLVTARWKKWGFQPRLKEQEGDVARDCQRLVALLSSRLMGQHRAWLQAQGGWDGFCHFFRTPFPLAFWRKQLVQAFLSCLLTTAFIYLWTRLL
RGS7-Gao reg = regulators of human RGS7-Galphao interaction; binding response (% of control), % at 10 µM; AID 1439; Multiplexed bead flow cytometry, RGS7-Galphao binding; actives lie on both sides; actives 0.35% (n = 220,000); P09471; in the data active means binding response below about 49% or above about 150%; inconclusive means no clear call, values can overlap the other calls; inactive means in between;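 further: fluorescent Galphao held in activated GDP-AlF4 state binding bead-coupled RGS7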
Target sequence (P09471 whole entry, looked up): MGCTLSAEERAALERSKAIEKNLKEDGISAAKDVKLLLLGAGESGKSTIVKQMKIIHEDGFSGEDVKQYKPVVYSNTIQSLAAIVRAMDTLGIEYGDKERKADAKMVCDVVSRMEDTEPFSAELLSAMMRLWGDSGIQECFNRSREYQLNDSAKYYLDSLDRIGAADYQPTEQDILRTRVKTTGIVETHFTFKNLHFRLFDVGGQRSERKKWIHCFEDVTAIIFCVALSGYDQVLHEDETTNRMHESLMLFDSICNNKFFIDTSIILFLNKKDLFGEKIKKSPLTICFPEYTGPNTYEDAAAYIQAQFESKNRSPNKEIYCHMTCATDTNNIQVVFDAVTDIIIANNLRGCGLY
ABCB1 inh = inhibitors of human ABCB1 transporter, ABCG2 counter-screen; inhibition, % at 6.6 µM; CCRF-Adr cells, JC-1 efflux, flow cytometry; P08183; actives 0.067% (n = 190,000); in the data active means inhibition above about 40%;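 further: 0% = vehicle and 100% = reference inhibitor; higher value means more JC-1 retained so stronger ABCB1 efflux block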
RGS4-Gao reg = human RGS4-Galphao interaction regulation | P09471 | Multiplexed bead flow cytometry, RGS4-Galphao binding; actives lie on both sides | binding response (% of control), % at 10 µM | actives 0.33% (n = 220,000); in the data active means binding response below about 49% or above about 150%; inactive means in between;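 further: fluorescent Galphao activated with aluminum fluoride binding bead-coupled RGS4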
Bim-Bcl-XL = inhibitors of Bim-Bcl-XL interaction, human; inhibition, % at 10 µM; actives 0.04% (n = 190,000); Bim peptide-Bcl-XL binding, bead flow cytometry, fluorescence; AID 1007
Starred values were filed as active, the others as inactive; ? = inconclusive. Unless noted, no stated cut-off is given here; in the data, active means inhibition above about 40%.

SMILES | Bcl-2 Bim block | Bfl-1 Bim block | Bcl-W Bim block | ABCG2 block | GSH fluor | Avidin fluor | Bim-Bcl-B | RGS7-Gao reg | ABCB1 inh | RGS4-Gao reg | Bim-Bcl-XL
CCO[C@@H]1OC(C(N)=O)=C[C@H](c2cn(C(C)=O)c3ccccc23)[C@H]1CCCO | -6 | -7 | 0 | 1 | 20 | 8 | -1 | 101 | 0.5 | 105 | -3
CCCCSc1nc(C)[nH]c1[N+](=O)[O-] | -10 | -12 | -1 | 0 | 32 | 6 | -9 | 103 | 0.6 | 102 | -8
O=C(O)CC/C(=N/Nc1ncc(C(F)(F)F)cc1Cl)C(=O)O | -4 | 0 | 1 | 1 | 16 | 9 | -5 | 97 | 0.4 | 100 | 0
CC1(C)CC(=O)C2=C(C1)NC(=O)CC2c1ccccc1F (stereo unspecified) | -8 | -13 | 2 | 1 | 12 | 10 | -8 | 100 | 0.4 | 102 | -4
COc1ccc(C2C(C(C)=O)=C(O)C(=O)N2c2nccs2)c(OC)c1 (stereo unspecified) | -1 | -3 | 0 | 2 | 11 | 13 | 0 | ? | 1.3 | 99 | 1
Cc1ccc(C(=O)C2CCN(CC(=O)NC3CCCCC3)CC2)cc1 | -8 | -12 | 1 | 17 | 25 | 10 | -6 | 105 | 2.0 | 102 | 1
O=C(OCc1cccc(F)c1)c1ccc2c(c1)-c1ccccc1C2=O | 0 | 0 | 0 | 7 | 20 | 10 | -2 | 103 | 0.8 | 101 | -1
O=C(N/N=C/c1cccs1)c1n[nH]c2c1CCC2 | -5 | -12 | -8 | 16 | 11 | 11 | -8 | 102 | 0.1 | 99 | -7
O=C(CSc1ncccn1)Nc1ccc(S(=O)(=O)N2CCCCC2)cc1 | 0 | 1 | -1 | 0 | 14 | 34 | -4 | 101 | -0.1 | 101 | 0
COc1ccc(Cl)cc1NC(=O)C1CCCN(S(=O)(=O)c2cccc3nonc23)C1 (stereo unspecified) | -7 | -17 | -1 | 5 | 24 | 34 | -6 | 94 | 1.3 | 94 | -3

4 compounds picked at random from those above, as already listed:
SMILES | Bcl-2 Bim block | Bfl-1 Bim block | Bcl-W Bim block | ABCG2 block | GSH fluor | Avidin fluor | Bim-Bcl-B | RGS7-Gao reg | ABCB1 inh | RGS4-Gao reg | Bim-Bcl-XL
CC1(C)CC(=O)C2=C(C1)NC(=O)CC2c1ccccc1F (stereo unspecified) | -8 | -13 | 2 | 1 | 12 | 10 | -8 | 100 | 0.4 | 102 | -4
O=C(OCc1cccc(F)c1)c1ccc2c(c1)-c1ccccc1C2=O | 0 | 0 | 0 | 7 | 20 | 10 | -2 | 103 | 0.8 | 101 | -1
CCO[C@@H]1OC(C(N)=O)=C[C@H](c2cn(C(C)=O)c3ccccc23)[C@H]1CCCO | -6 | -7 | 0 | 1 | 20 | 8 | -1 | 101 | 0.5 | 105 | -3
COc1ccc(C2C(C(C)=O)=C(O)C(=O)N2c2nccs2)c(OC)c1 (stereo unspecified) | -1 | -3 | 0 | 2 | 11 | 13 | 0 | ? | 1.3 | 99 | 1

Returning to the listing, starting 2 compounds before the break.
SMILES | Bcl-2 Bim block | Bfl-1 Bim block | Bcl-W Bim block | ABCG2 block | GSH fluor | Avidin fluor | Bim-Bcl-B | RGS7-Gao reg | ABCB1 inh | RGS4-Gao reg | Bim-Bcl-XL
O=C(CSc1ncccn1)Nc1ccc(S(=O)(=O)N2CCCCC2)cc1 | 0 | 1 | -1 | 0 | 14 | 34 | -4 | 101 | -0.1 | 101 | 0
COc1ccc(Cl)cc1NC(=O)C1CCCN(S(=O)(=O)c2cccc3nonc23)C1 (stereo unspecified) | -7 | -17 | -1 | 5 | 24 | 34 | -6 | 94 | 1.3 | 94 | -3
CCC(=O)NC(c1ccccc1)c1c(OC(C)=O)ccc2ccccc12 (stereo unspecified) | -3 | -5 | -4 | 1 | 13 | 12 | -6 | 99 | 0.3 | 102 | -2
CCCNC(=O)CN1C(=O)NC2(CCCc3cc(OC)ccc32)C1=O (stereo unspecified) | 1 | 1 | 0 | 1 | 17 | 6 | 0 | 110 | 0.1 | 108 | 0
CCCN1CCc2[nH]c(=S)[nH]c(=O)c2C1 | -5 | -8 | -8 | 4 | 13 | 10 | -11 | 89 | 0.5 | 73 | -8
COC(=O)c1cc(C(=O)OCC(=O)N2c3ccccc3NC(=O)C2(C)C)cc([N+](=O)[O-])c1 | 0 | -3 | 1 | 5 | 18 | 8 | 3 | 106 | 1.9 | 102 | -2
COc1ccc(Br)c(C(=O)Nc2cccc(Cl)c2Cl)c1 | -2 | -2 | -3 | 15 | 5 | 3 | -3 | 106 | 1.4 | 109 | -5
COc1ccc(/C=N/NC(=O)c2ccco2)cc1Cn1nc(C)cc1C | -21 | -14 | 1 | 7 | 19 | 17 | -8 | 113 | 1.0 | 112 | -2
Cc1ccc(NCC(=O)N/N=C\C(Br)=C\c2ccccc2)cc1 | 0 | -1 | 2 | 4 | 15 | 13 | 6 | 111 | 0.4 | 113 | 1
CCOC(=O)C(CC)Sc1cc(C)nc2ccc(OC)cc12 (stereo unspecified) | -5 | -4 | 0 | 7 | 23 | 12 | -2 | 97 | 1.2 | 102 | -6
CC/C(=N\NC(=O)c1csc(C)c1C)c1cccs1 | 0 | -11 | 1 | 0 | 25 | 4 | -4 | 99 | 0.0 | 101 | -3
CCn1cc(CNCc2c(C(=O)N3CCCCC3)nc3c(C)cccn23)cn1 | -1 | -4 | 0 | 8 | 14 | 10 | -2 | 97 | 0.5 | 97 | -3
NC(=O)C1CCN(Cc2nc3cc(Cl)ccc3c(=O)[nH]2)CC1 | -7 | -14 | 0 | 0 | 12 | 9 | -7 | 84 | 0.1 | 89 | -6
CC(C)(O)C1Cc2cc(/C=C/C(=O)O)c(O)cc2O1 (stereo unspecified) | -7 | 12 | -1 | 1 | 51 | 9 | -9 | 96 | 0.4 | 102 | -7
CCOc1ccc(NC(=O)c2cc(SC)ccc2Cl)cc1 | -2 | -10 | -6 | 12 | 9 | 14 | -10 | 103 | 1.1 | 102 | -8
N#Cc1sc2nc3c(c(-c4ccco4)c2c1N)CCCC3 | 1 | 0 | -1 | 3 | 47 | 7 | -2 | 112 | 0.7 | 109 | -4
Cc1ccc(C)c2[nH]c(=O)c(CN(CC3CCCO3)C(=O)NC3CCCCC3)cc12 (stereo unspecified) | -10 | -17 | -2 | 33 | 19 | 21 | -7 | 96 | 14 | 98 | -6
CCS(=O)(=O)N1CCN(S(=O)(=O)c2ccccc2[N+](=O)[O-])CC1 | -2 | -3 | 0 | -1 | 12 | 19 | -1 | 101 | -0.1 | 100 | -3
CCn1c(=O)cc(OCC(=O)NCC2CCCO2)c2ccccc21 (stereo unspecified) | -7 | -11 | 3 | 0 | 53 | 8 | -3 | 98 | 0.1 | 100 | 1
Cc1ccc(NC(=O)c2ccco2)c(NC(=O)CN2C(=O)c3ccccc3C2=O)c1 | 0 | -1 | -2 | 2 | 24 | 12 | 1 | 99 | 1.4 | 103 | 2
COc1c(Br)cc2c(C)c(C(=O)O)oc2c1Br | 1 | -2 | -3 | -5 | 21 | 11 | -2 | 100 | -1.6 | 102 | -2
CC(c1ccco1)N(C(=O)c1ccc(C(F)(F)F)cc1)c1ccccn1 (stereo unspecified) | -1 | -4 | 0 | 8 | 20 | 9 | 0 | ? | 1.8 | 100 | -2
O=C(NNS(=O)(=O)c1ccc(Cl)cc1)NC1CCCCC1 | 0 | -3 | 4 | 3 | 10 | 21 | -2 | 101 | 0.7 | 100 | 2
Cc1noc(NS(=O)(=O)c2ccc(NC(=O)CSc3nc4ccccc4s3)cc2)c1C | 1 | 0 | -1 | -2 | 28 | 10 | -1 | 97 | -0.5 | 101 | 4
NC(=O)CC[C@@H]1NC(=O)[C@H](CO)NC(=O)c2cc([N+](=O)[O-])cc(I)c2NCCC[C@@H](C(N)=O)NC(=O)[C@H](Cc2ccc(O)cc2)NC1=O | 2 | 1 | 0 | -4 | 18 | 12 | 0 | 102 | -1.0 | 102 | 1
NS(=O)(=O)c1ccc(CCNC(=O)CSCc2ccccc2)cc1 | -5 | -7 | -7 | 3 | 13 | 2 | -10 | 113 | -0.1 | 107 | -3
Cc1ccc(C(C)NC(=O)c2c(C)noc2C)cc1C (stereo unspecified) | -14 | -10 | 0 | 5 | 12 | 8 | -8 | 113 | 1.0 | 111 | -5
Cn1c(=O)n(Cc2ccc(F)cc2)c(=O)c2c1nc1n2CCCN1Cc1ccccc1 | -5 | -10 | 1 | 8 | 41 | 16 | -4 | 100 | 3.1 | 100 | -5
Cc1cc(C)nc(/N=C2\NC(=O)CC(C(=O)O)N2c2cccc(Cl)c2)n1 (stereo unspecified) | -1 | -4 | -1 | 0 | 12 | 9 | -6 | ? | -0.2 | 102 | 0
Cc1onc(-c2ccccc2)c1C1=N/C(=C\c2ccccc2F)C(=O)O1 | -4 | -7 | -2 | 2 | 15 | 21 | -7 | 99 | 0.3 | 101 | -4
Cc1cc(NC(=O)CSc2nc(CC(C)(C)C)nc3c2c(=O)n(C)c(=O)n3C)no1 | 0 | -7 | 0 | 0 | 21 | 4 | -4 | 112 | -0.9 | 114 | -1
COc1ccc(-c2nnc3n2N=C(C)CS3)cc1OC | -3 | 0 | 2 | 7 | 30 | 1 | 4 | 90 | 0.9 | 83 | 11
CCOc1ccccc1C1C2=C(COC2=O)Nc2cc3c(cc21)OCO3 (stereo unspecified) | -5 | -7 | 0 | 3 | 17 | 7 | -3 | 89 | 1.3 | 90 | -3
Cc1cccc(NC(=O)Cn2cnc3c(cnn3-c3ccc(F)cc3)c2=O)c1C | -4 | -3 | -5 | 3 | 15 | 22 | -10 | 102 | 0.2 | 102 | -3
O=C(CSc1nnc(-c2ccc(Br)cc2)n1C1CCCCC1)N1CCCC1 | -13 | -21 | -5 | 24 | 24 | 26 | -11 | 103 | 3.7 | 105 | -13
CCCCN(Cc1ccccc1)S(=O)(=O)c1cc(Br)cc2c1N(C(C)=O)C(C)C2 (stereo unspecified) | -13 | -14 | 0 | 5 | 52 | 5 | -6 | 97 | 3.1 | 100 | 4
CC(Sc1ccc2nnc(-c3ccc(F)cc3)n2n1)C(=O)O (stereo unspecified) | -5 | 6 | 3 | -1 | 19 | 5 | -28 | 107 | 0.1 | 102 | -1
